EPAC1 ag: EPAC1 (human) agonism | EPAC1 agonist qHTS, biochemical assay; response scale: 100% = response to 6.5 mM cAMP | Potency, µM (top dose mostly 154 µM), for the others: top-dose activation, most hits filed as activators | 360,000 tested, 0.073% active | AID 720707; also: potency is read from the fitted curve at half-maximal effect; nearly all actives have a fitted effect of over 60% in size
Target sequence (O95398 whole entry, looked up): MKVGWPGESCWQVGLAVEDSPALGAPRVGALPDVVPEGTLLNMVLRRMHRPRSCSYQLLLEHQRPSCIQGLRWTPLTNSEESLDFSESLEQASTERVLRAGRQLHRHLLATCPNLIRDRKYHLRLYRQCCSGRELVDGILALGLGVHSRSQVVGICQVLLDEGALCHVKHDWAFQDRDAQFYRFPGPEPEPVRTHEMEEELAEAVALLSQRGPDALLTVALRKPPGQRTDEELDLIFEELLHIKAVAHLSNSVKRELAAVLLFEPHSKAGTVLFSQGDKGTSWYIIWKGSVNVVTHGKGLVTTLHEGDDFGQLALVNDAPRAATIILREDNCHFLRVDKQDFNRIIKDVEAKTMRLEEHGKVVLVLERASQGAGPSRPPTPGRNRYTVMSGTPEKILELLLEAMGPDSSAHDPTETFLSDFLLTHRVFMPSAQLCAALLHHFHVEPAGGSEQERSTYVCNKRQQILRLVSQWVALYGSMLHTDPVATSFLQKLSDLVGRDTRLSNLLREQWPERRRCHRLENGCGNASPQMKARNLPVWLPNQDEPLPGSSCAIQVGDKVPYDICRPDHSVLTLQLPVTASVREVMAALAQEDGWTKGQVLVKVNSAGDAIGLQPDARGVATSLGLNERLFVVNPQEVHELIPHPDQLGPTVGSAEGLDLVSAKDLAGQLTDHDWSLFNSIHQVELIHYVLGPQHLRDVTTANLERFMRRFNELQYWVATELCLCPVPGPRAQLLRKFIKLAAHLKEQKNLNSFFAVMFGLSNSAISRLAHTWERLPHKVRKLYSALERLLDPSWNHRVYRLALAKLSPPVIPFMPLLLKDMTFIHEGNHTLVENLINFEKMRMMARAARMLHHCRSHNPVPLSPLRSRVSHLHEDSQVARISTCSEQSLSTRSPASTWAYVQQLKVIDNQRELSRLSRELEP
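EPAC1 100 nM, Rap1B–BODIPY-GDP 250 nM, unlabeled GDP 50 uM; compound titration; 5 min RT; kinetic read ex480/em540 at 5-min intervals ×30 min; data normalized to 6.5 mM cAMP agonist control.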
EPAC1 antag: antagonists of human EPAC1; EPAC1 GEF assay, Rap1b-BODIPY-GDP exchange fluorescence; 360,000 tested, 0.14% active; O95398; Potency, µM (titrated, usually from 115 µM), for inactives: at the highest dose activity change, negative = inhibition, usual class: inhibitors;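 also: potency is read from the fitted curve at half-maximal effect; plate controls were vehicle for no effect and positive control for full effect; nearly all actives have a fitted effect of over 50% in size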
CCT modulator: changes cytosolic chaperonin activity; activity change, % (no concentration beside the values), hits read low; AID 651819; 360,000 tested, 0.3% active; purified chaperonin ATPase assay, HTRF ADP detection, 30 min; in the data active = activity change below about -30%; also: % is scaled to controls: 0 for no effect and ±100 for the full control effect
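Nucleotide hydrolysis assay: TRiC at 20–40 nM final (set by batch activity) with 10 uM ATP, 30 min at 37 °C, in presence of 76 uM compound. Detection by competitive ADP HTRF, 30 min ambient.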
IL-2 act: activators of IL-2 | IL-2 activation reporter assay, cell-based qHTS; stimulated with anti-CD3/CD4/CD28 beads; in transgenic mouse T cells | activation, % (series mostly up to about 46 µM) | 360,000 tested, 0.065% active; in the data active = activation above about 50%; inconclusive = mostly about 30% to 49%; also: 0% is about no effect
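First, unstimulated transgenic mouse T cells were exposed to compound for 60 min. Next, anti-CD3/anti-CD4-coated beads with anti-CD28 were added. Finally, after 18 h at 37 degrees C, EGFP and DsRed were imaged.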
EPAC2 ag: activates human EPAC2 exchange factor. EPAC2 activation, biochemical qHTS; response scale: 100% = 6.5 mM cAMP response. Potency, µM (highest dose often 154 µM), for inactives: top-dose activation, most hits filed as activators. 360,000 tested, 0.079% active. AID 720711; also: potency is read from the fitted curve at half-maximal effect; nearly all actives have a fitted effect of over 50% in size
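Guanine nucleotide exchange by EPAC2 is measured as reduced fluorescence of BODIPY-GDP once it is released from 250 nM Rap1B. Plates are read kinetically for 30 min at room temperature; results are scaled to 6.5 mM cAMP.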
PI5P4K alpha inh: blocks human PI5P4K alpha kinase activity; P48426; PI5P4Kalpha enzyme, ADP-Glo luminescence, 60 min; stronger effect = lower value; max response, %; 330,000 tested, 1.2% active; AID 652105; active = max response of -50% or lower; inconclusive = between -30% and -50%; inactive = -30% or higher; also: value at the top dose of about 77 µM; % is scaled to controls: 0 for no effect and ±100 for the full control effect
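Single end-point luminescence (ADP-Glo) quantified ADP from PI5P4Kalpha turnover; ATP 5 microM final, 1 h at RT, 0.1% CHAPS and 0.28 mM EGTA in HEPES pH 7.4.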
PLK1 PBD inh: blocks phosphopeptide binding to human PLK1 polo-box domain; Plk1 PBD binding of FITC phosphopeptide, fluorescence polarization; 360,000 tested, 2.8% active; AID 720504; Potency, µM, without a hit: max response, negative = inhibition, actives largely listed as inhibitors; also: potency is read from the fitted curve at half-maximal effect; series mostly up to about 57 µM; % is scaled to controls: 0 for no effect and ±100 for the full control effect; nearly all actives have a fitted effect of over 65% in size
WRN helicase inh: inhibitors of human WRN helicase; 360,000 tested, 0.46% active; AID 651768; Potency, µM (doses to about 114 µM), inactives show at the highest dose activity change, negative = inhibition, most hits filed as inhibitors; Q14191; WRN helicase unwinding, fluorescent forked duplex, kinetic; also: potency is read from the fitted curve at half-maximal effect; % is scaled to controls: 0 for no effect and ±100 for the full control effect; nearly all actives have a fitted effect of over 55% in size
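Kinetic fluorescence helicase assay: unwinding of a quenched forked DNA duplex (100 nM final) with 2 mM ATP final raises red fluorescence (525/598 nm). Compounds sat 15 min at room temperature with 20 nM WRN beforehand.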
* = called active by the depositor; ? = inconclusive; · = not tested or not shown; & = joins results of further samples; [ ] = remark or other dose. Unless noted, calls follow the shape of the dose curve; as a rule, active = well fitted curve in the direction sought with a large enough effect; inconclusive = small, poorly fitted or top-dose-only effect, or another doubt; inactive = no such curve, though single readings can be large; an effect the other way counts as inactive or inconclusive. These rows are one share of the data (hit frequency here may not be typical).

The line under a structure holds: EPAC1 ag	IL-2 act	CCT modulator	WRN helicase inh	PLK1 PBD inh	EPAC2 ag	EPAC1 antag	PI5P4K alpha inh
COCCNc1nc2c(c(=O)n(Cc3ccc(OC)cc3)c(=O)n2C)n1C
 : 0%	-1.0	-1.5	-11%	-4%	-1%	-1%	0
COc1ccc(-c2ccc(=O)[nH]n2)cc1
 : 13%	-1.4	-2.1	0%	-11%	8%	-5%	·
Cc1nnsc1NC(=O)OCCCl
 : 6%	-0.6	-3.6	-11%[57.1 µM]	0%	-11%	18%	-8
Cc1ccc2[nH]c3c(=O)n(N)c(=O)[nH]c3c2c1
 : -5%	0.6	-0.5	-19%	0%	-3%	-14%	0
COc1ccc(C(=O)NC(C)c2ccc(-n3ccnc3)cc2)c(OC)c1OC (stereo unspecified)
 : 12%	-0.2	-0.3	-1%	-2%	4%	9%	-3
O=C(O)c1cc(Cl)nc2ccccc12
 : 6%	-2.8	-1.4	1%	-2%	12%	-2%	-8
C/C=C/C(=O)Nc1cccc(C2=NOC3(C2)C[C@@H](C(N)=O)N(C(=O)c2cc([N+](=O)[O-])cc([N+](=O)[O-])c2C)C3)c1 (stereo partly specified)
 : -3%	0.0	-2.0	-4%	-15%	11%	-5%	2
O=C(O)[C@@H]1CCCN1C(=O)CCc1c[nH]c2ccccc12
 : 7%	-0.8	0.5	1%	-5%	5%	-4%	1
Cc1n[nH]c(C)c1S(=O)(=O)N1CCCC(C(=O)N2CCc3ccccc32)C1 (stereo unspecified)
 : -2%	-0.5	0.6	-5%	2%	-6%	-11%	3
Clc1cccc(/C=N/Nc2ncnc3ccccc23)c1
 : 10%	-2.6	0.5	-12%	4%	-7%	2%	-1
O=C(Nc1nnc(-c2cccs2)o1)C1CC1
 : -3%	-1.4	1.8	-4%	-7%	7%	-6%	0
COC(=O)c1sccc1NC(=O)c1ccc(OC)cc1
 : 16%	-2.4	1.0	-2%	-9%	1%	-26%	9
O=C(Nc1cccc(S(=O)(=O)NC2=NCCCCC2)c1)c1cccnc1Cl
 : -6%	-3.2	0.0	0%	5%	6%	7%	-5
COc1ccc(O)c(-c2cc(-c3cccc(Br)c3)n[nH]2)c1
 : 5%	-0.6	1.4	-4%	-2%	10%	-6%	0
CCOC(=O)c1cc(C)n(-c2ccc(Cl)cc2)c1C
 : -4%	-6.6	0.4	-1%	5%	2%	4%	19
CSc1ncccc1C(=O)OCC(=O)NC(=O)NCCC(C)C
 : 1%	-1.8	-3.4	-1%	0%	-7%	-4%	4
O=C(c1ccc(NS(=O)(=O)c2cccs2)cc1)N1CCCCC1
 : 2%	-2.3	3.0	-3%	-11%	5%	11%	-11
COc1ccccc1C1C(C#N)=C(N)N(c2cccnc2)C2=C1C(=O)CC(C)(C)C2 (stereo unspecified)
 : 4%	2.1	-3.4	-4%	-5%	10%	-3%	3
C=CCNC(=S)NNC(=O)c1ccc(=O)n(Cc2ccccc2)c1
 : -7%	2.6	-3.4	26%	-11%	6%	-11%	2
CCc1ccc2nc(SCC(=O)Nc3ccccc3N3CCOCC3)c(C#N)cc2c1
 : 10%	-0.6	-5.1	-21%	-14%	14%	19%	-2
CC1(C)CC(=O)C(CC(=O)c2ccccc2)=C(NN=C(N)N)C1
 : 17%	-0.7	-2.3	3%	-1%	4%	7%	2
COc1ccc(N(C(C)C(=O)NCCSCc2cccc(Cl)c2)S(C)(=O)=O)cc1 (stereo unspecified)
 : -6%	0.4	-0.9	2%	-4%	2%	-4%	3
CN1OC[C@@H]2CN(C(=O)c3ccc(-c4ccccc4)cc3)[C@H](c3ccc(-c4cccc(F)c4)cc3)C[C@@H]21
 : -7%	-1.1	1.0	3%	-8%	18%	-12%	1
COC(=O)c1ccc(N2CCOCC2)c(NC(=O)c2ccco2)c1
 : 2%	1.4	-1.1	-3%	9%	11%	12%	4
CC(C)(C)NC(=O)c1cccc(NC(=O)c2ccc(NC(=O)c3ccco3)cc2)c1
 : -17%	-2.5	-5.1	-14%	-10%	8%	-22%	·
O=C(COc1ccccc1Br)N1CCN(c2ccccc2)CC1
 : 7%	0.1	-2.6	-5%	-15%	13%	-7%	·
Cc1cc(C)cc(NC(=O)CSc2nc3[nH]ncc3c(=O)[nH]2)c1
 : 2%	-0.2	0.1	-21%	-5%	1%	11%	-4
COc1ccc(NC(=O)c2cc(-c3ccc(F)cc3OC)n[nH]2)cc1OC
 : -2%	1.5	-0.1	-7%	-19%	20%	-5%	-9
O=C(COC(=O)CNC(=O)c1ccc(Cl)cc1Cl)Nc1ccc(N2CCOCC2)cc1
 : -7%	-1.4	0.5	4%	-3%	-3%	-3%	0
O=C(NC1CC1)c1ccc(Cl)c(S(=O)(=O)N2CCOCC2)c1
 : -4%	0.3	-2.2	5%	-2%	1%	13%	-8
CCOc1ccccc1NC(=S)NC1CC2CCC1C2 (stereo unspecified)
 : -15%	-1.7	0.2	7%	5%	6%	-3%	0
COc1cccc(C(=O)Nc2ccccc2C(=O)N2CCCC2)c1
 : 9%	0.5	-0.4	2%	-7%	-2%	-10%	-3
CC1CN(C(=O)c2ccc(COCC(F)(F)F)o2)CC(C)O1 (stereo unspecified)
 : 6%	0.8	0.3	-1%	-5%	-4%	13%	·
CCOC(=O)CNC(=O)C1CCC(CNS(=O)(=O)c2cccc3nsnc23)CC1 (stereo unspecified)
 : 5%	0.3	-0.1	-3%	-18%	4%	12%	3
CN(C)C1=NCCN1CCCC1CCCC1
 : 7%	-0.7	-1.1	6%	2%	5%	-6%	-2
O=C(Nc1cccc(Cl)c1)c1ccccc1NC(=O)C1CCCCC1C(=O)O (stereo unspecified)
 : 0%	0.0	-0.4	8%	-14%	-1%	-8%	-8
CC(C)NC(=O)Cn1cc(C(=O)COc2ccccc2)c2ccccc21
 : -14%	-3.3	-0.1	-1%	-2%	-9%	1%	0
CCc1c(C)c(C#N)c2nc3ccccc3n2c1-n1nc(C)cc1C
 : 2%	0.3	-1.7	-6%	1%	7%	-18%	-4
CC(C)CN1Cc2ccccc2Oc2cc(Br)ccc2S1(=O)=O
 : -13%	-0.3	-2.4	-3%	-3%	10%	0%	1
CCSc1ncc(C#N)c(N)n1
 : -2%	-1.4	0.5	4%[57.1 µM]	0%	1%	8%	4
CCN(CC)S(=O)(=O)c1cccc(C(=O)N2CCCCC2)c1
 : 4%	0.1	0.9	-14%	-6%	-2%	2%	10
Cc1ccc(-c2nc3c(Cl)cc(C(F)(F)F)cn3c2Cc2ccccc2)cc1
 : -6%	-0.8	1.2	6%	5%	-3%	4%	13
CCN(CC)CCNC(=O)c1c(O)c2cc(OC)c(OC)cc2[nH]c1=O
 : 3%	0.2	2.7	-9%	-11%	2%	-8%	2
COc1ccc(Br)cc1S(=O)(=O)N1CCN=C1c1ccccc1
 : -5%	1.4	-0.3	1%	2%	-4%	5%	0
CC(NC(=O)Nc1ccc(Cl)c(Cl)c1)C(c1ccccc1)N1CCOCC1 (stereo unspecified)
 : 0%	-0.5	-1.1	-10%	2%	-3%	-9%	-2
FC(F)Oc1ccc(/C=N/NC(=S)Nc2cc(C(F)(F)F)ccc2Cl)cc1
 : -22%	-0.8	-1.5	3%	6%	-2%	-1%	-2
CC1CCCCN1C(=O)Cn1cnc2cc([N+](=O)[O-])ccc2c1=O (stereo unspecified)
 : 2%	-1.5	-1.2	?	9.5µM*	-2%	-7%	-69*
O=C(COc1ccc(Cl)cc1Cl)N1CCCCCC1
 : 3%	-2.9	-0.2	-12%	-6%	-4%	13%	·
Cc1ccc(-c2ccc(C(=O)O)c(C)n2)cc1
 : -5%	-0.3	-1.0	5%	0%	-2%	14%	-9
C=CC[C@@H](CC(=O)N(CCO)Cc1ccccc1)C(=O)N[C@H](COC(=O)[C@@H](CC=C)Cc1ccc(F)cc1)c1ccccc1
 : -18%	-0.4	-2.5	-5%	8%	8%	-17%	2

The list goes on.
The line under a structure holds: EPAC1 ag	IL-2 act	CCT modulator	WRN helicase inh	PLK1 PBD inh	EPAC2 ag	EPAC1 antag	PI5P4K alpha inh
O=S(=O)(c1ccc(N2CCC(c3ccc(Cl)cc3)=N2)cc1)N(CCO)CCO
 : 7%	-1.5	-3.2	-8%	30µM*	-8%	-6%	-1
CN1C(=O)C(C)(C)c2cc(S(=O)(=O)N3CCN(c4ccccc4)CC3)ccc21
 : 0%	-2.8	1.3	-9%	-6%	7%	-11%	11
CCOCCCn1c(SCC(=O)NC(C)C)nc2ccccc2c1=O
 : 7%	0.0	-1.2	4%	-8%	15%	-2%	·
Cc1ccc(CC(NC(=O)c2ccccc2)C(=O)NCC(=O)O)cc1 (stereo unspecified)
 : 3%	-3.1	0.8	-12%	-7%	-3%	10%	·
CC(=O)N(c1ccccc1)c1ccccc1[N+](=O)[O-]
 : 0%	-1.3	0.6	3%	-2%	1%	5%	-1
CC1=CC(C)(C)Nc2ccc(OC(=O)C(Cc3ccccc3)N3C(=O)C4CCCCC4C3=O)cc21 (stereo unspecified)
 : 0%	2.6	1.4	-11%	-1%&-1%	0%	-9%	0
COC(=O)CCCC[C@@H]1O[C@H](CCc2ccccc2)Cc2[nH][nH]c(=O)c21
 : -13%	2.5	-1.2	4%	-8%	5%	3%	0
CC1CCC(C(C)C)C(OC(=O)COC(=O)c2cccn2C)C1 (stereo unspecified)
 : -7%	-3.1	1.1	1%	-1%	-24%	-8%	11
CCOC(=O)C1=C(O)/C(=C/c2cc(OC)c(OC)c(OC)c2)N=C1C
 : -5%	0.0	0.7	-2%	-10%	8%	2%	7
CC(CC(=O)N1CCN(c2ccccc2)CC1)c1ccccc1 (stereo unspecified)
 : 1%	0.6	-0.4	-10%	-5%	2%	-21%	7
COC(=O)C(C)n1nc(C)n(-c2ccc(C)cc2)c1=O (stereo unspecified)
 : 3%	-3.0	-4.2	9%	-7%	0%	11%	·
c1ccc(C2=NN(c3ccccc3)CC2)cc1
 : -6%	0.2	0.7	6%	-14%	1%	-27%	21
c1ccc(NC2=NCCN2CCCC2CCCCC2)cc1
 : -12%	-0.5	1.1	-8%	-13%	-1%	-14%	-3
